High-throughput results from PubChem.
TMEM16A act = activates or potentiates the mouse TMEM16A chloride channel | Q8BHY3 | HEK293 TMEM16A/YFP-H148Q/I152L, iodide quench fluorescence; stronger effect = lower value | B-score at 10 µM | 340,000 compounds, 0.3% hits | AID 623877;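 active = fluorescence-ratio B-score plate-corrected deviation score at least 3 library SD below zero, with starting fluorescence score within 5 deviations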;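 note: channel opened by trigger with iodide after compound preincubation; score built on the fluorescence ratio of max minus min over baseline; more negative score means more quench and so TMEM16A activation or potentiation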
MrgX1 agonist = agonists of human MrgX1 receptor | Q96LB2 | MrgX1-HEK293 cells, Fluo-4 calcium fluorescence, agonist mode; stronger effect = higher value | B-score at 10 µM | 310,000 compounds, 0.44% hits | AID 588627;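 active = calcium response B-score plate-corrected fluorescence ratio at least 3 library SD, with starting fluorescence B-score inside 5 SD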
Target sequence (Q96LB2 whole entry, looked up): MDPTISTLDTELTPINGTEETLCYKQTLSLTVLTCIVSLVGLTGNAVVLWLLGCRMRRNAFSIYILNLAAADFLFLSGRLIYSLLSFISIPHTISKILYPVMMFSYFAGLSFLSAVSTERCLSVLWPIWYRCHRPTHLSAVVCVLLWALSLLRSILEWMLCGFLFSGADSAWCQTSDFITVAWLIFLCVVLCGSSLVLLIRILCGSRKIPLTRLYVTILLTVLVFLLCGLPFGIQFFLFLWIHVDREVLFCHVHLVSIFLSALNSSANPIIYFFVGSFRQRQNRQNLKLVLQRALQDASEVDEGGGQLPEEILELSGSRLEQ
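Test system: HEK293 cells stably expressing human MrgX1 receptor; amount: 15,000 cells per well; doses: compound delivered in addition one of three; times: overnight plating before 1 h dye loading; detection: Fluo-4 NW calcium-flux fluorescence, kinetic read; read-out basis: B-scored fluorescence response ratio; controls: positive and negative controls per plate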
MrgX1 allo act = human MrgX1 positive allosteric modulation, primary screen. B-score at 10 µM. MrgX1-HEK293, Fluo-4 calcium flux, FDSS; stronger effect = higher value. Q96LB2. 310,000 compounds, 0.63% hits;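 active = plate-corrected calcium response at least 3 library SD above typical, normal starting fluorescence, not activating the receptor alone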;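 note: compound read alongside a low EC10 to EC30 dose of BAM8-22 agonist; peak minus trough fluorescence over baseline measured at the second addition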
TMEM16A inh = inhibitors of mouse TMEM16A calcium-activated chloride channel; Q8BHY3; HEK293 TMEM16A/YFP iodide influx fluorescence, ionomycin; normalized B-score (activity score, 25-100; higher = stronger inhibition) at 10 µM; 310,000 compounds, 1.2% hits; AID 588511;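 active = ratio plate-corrected score three or more library SD toward inhibition, starting fluorescence score within five deviations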;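 note: score derived from kinetic fluorescence span divided by baseline fluorescence per well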
TRPC6 act = activates the mouse TRPC6 cation channel; Q61143; HEK293-TRPC6 membrane potential dye fluorescence; stronger effect = higher value; B-score at 10 µM; 310,000 compounds, 0.13% hits; AID 2550;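 active = B-score of the integrated fluorescence ratio above library mean plus 3 SD, and starting fluorescence ratio within library mean plus 5 SD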;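 note: higher score means more depolarization so channel activation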
TRPC6 inhibitor = inhibitors of mouse TRPC6 channel | Q61143 | HEK293-TRPC6, membrane potential dye, ACh-evoked depolarization; stronger effect = lower value | B-score at 10 µM | 310,000 compounds, 1.1% hits;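 active = B-score under library mean minus 3 SD, initial fluorescence not abnormally high, positive integrated signal ratio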;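 note: B-score derived from integrated fluorescence ratio over the kinetic read; more negative B-score means stronger inhibition of depolarization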
RGS4 block = human RGS4 inhibition. P49798. HEK293 M3R/RGS4 inducible, Fluo-4 calcium flux; stronger effect = higher value; triggered by carbachol at its EC20. B-score at 10 µM. 310,000 compounds, 0.45% hits;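 active = B-score, a plate-corrected calcium signal, over three deviations above library mean, with baseline fluorescence within five deviations of library mean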;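 note: RGS4 expression induced by doxycycline in cells with stable M3 receptor; B-score is computed from the integrated fluorescence ratio over baseline after carbachol; higher B-score means a larger calcium signal and so more RGS4 inhibition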
Target sequence (P49798 whole entry, looked up): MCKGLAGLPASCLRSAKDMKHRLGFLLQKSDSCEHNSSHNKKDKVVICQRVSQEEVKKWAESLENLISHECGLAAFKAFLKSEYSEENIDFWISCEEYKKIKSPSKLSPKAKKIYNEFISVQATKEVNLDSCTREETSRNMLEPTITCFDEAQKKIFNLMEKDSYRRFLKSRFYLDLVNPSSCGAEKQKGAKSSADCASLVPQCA
MrgX1 antag = blocks BAM8-22 activation of human MrgX1 receptor. Q96LB2. AID 588676. 310,000 compounds, 1.3% hits. MRGX1-HEK293 calcium flux, Fluo-4, BAM8-22 antagonism; stronger effect = lower value. B-score at 10 µM;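 active = calcium-response B-score plate-corrected more than 3 library SD below zero, starting fluorescence within 5 deviations, no agonist response on first addition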;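 note: peak minus trough fluorescence over baseline after final BAM8-22 challenge near maximal dose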
RGS4 act = potentiators or activators of RGS4; B-score at 10 µM; 310,000 compounds, 0.92% hits; HEK293 M3R/inducible RGS4, carbachol calcium flux Fluo4; stronger effect = lower value; AID 463111;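 active = B-score of the integrated calcium signal more than 4 SD below the library mean, with starting fluorescence not abnormally high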;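 note: negative B-score means reduced calcium response which marks RGS4 activation or potentiation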
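Test system: HEK293 cells with stable M3R and inducible RGS4; also added: carbachol at ECmax as muscarinic agonist stimulus; schedule: dye loading 30 min 37 °C, buffer rest 30 min RT; technique: kinetic calcium fluorescence imaging with Fluo4-AM dye, 2 µM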
SKKanGAS inh = inhibitors of SKKanGAS S. pyogenes growth in kanamycin (SK-promoter or general growth effect); BacTiter-Glo, 6 h; inhibition, % at 7.5 µM; 300,000 compounds, 1.3% hits; AID 1662;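 active = mean replicate score, as percent of positive control median, at least 50; inconclusive = mean below 50 but one replicate at or above 50; inactive = mean and every replicate below 50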;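 note: strain carries kanamycin resistance gene driven by streptokinase promoter and grows in 40 µg/ml kanamycin; loss of luminescence reflects streptokinase promoter inhibition or plain growth inhibition; 0% = median of DMSO wells and 100% = positive control at its reference dose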
HDAC3 inhib = human HDAC3 inhibition. recombinant HDAC3, fluorogenic peptide/trypsin coupled, fluorescence. 320,000 compounds, 0.15% hits. inhibition, % at 8.3 µM; in the data active = inhibition above about 26%, passing the limit was not always enough; inconclusive = no clear call, values can overlap the other calls
Target sequence (O15379 whole entry, looked up): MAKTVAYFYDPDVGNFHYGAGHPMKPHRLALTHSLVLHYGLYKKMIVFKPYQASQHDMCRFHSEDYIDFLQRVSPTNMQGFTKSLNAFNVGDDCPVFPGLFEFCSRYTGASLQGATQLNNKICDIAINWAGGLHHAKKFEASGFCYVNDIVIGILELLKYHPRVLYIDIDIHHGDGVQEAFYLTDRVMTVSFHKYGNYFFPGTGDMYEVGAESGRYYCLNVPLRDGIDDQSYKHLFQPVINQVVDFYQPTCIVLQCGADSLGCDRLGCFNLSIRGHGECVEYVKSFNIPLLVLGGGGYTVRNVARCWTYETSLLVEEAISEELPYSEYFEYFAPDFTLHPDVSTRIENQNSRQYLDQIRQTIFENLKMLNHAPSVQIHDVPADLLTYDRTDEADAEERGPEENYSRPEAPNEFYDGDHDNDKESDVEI
* = called active by the depositor; i = inactive; ? = inconclusive; / = no result given.

SMILES	TMEM16A act	MrgX1 agonist	MrgX1 allo act	TMEM16A inh	TRPC6 act	TRPC6 inhibitor	RGS4 block	MrgX1 antag	RGS4 act	SKKanGAS inh	HDAC3 inhib
CC1CCC(NC(=O)C2CCC(CNS(=O)(=O)c3cccc4nsnc34)CC2)CC1 (stereo not drawn)	i	i	i	i	i	i	i	i	i	1	4
Cc1cc(Oc2nc3c(C)cccn3c(=O)c2/C=C(\C#N)S(=O)(=O)c2ccccc2)ccc1Cl	i	i	i	i	i	i	i	i	i	-9	0
Cc1cc(C(=O)NCCN2CCCCC2C)n(-c2ccccc2)n1 (stereo not drawn)	i	i	i	i	i	i	i	i	i	-4	10
Cc1ccc(SCc2ccc(C(=O)N3CCCCC3)cc2)cc1	i	i	i	100*	i	i	i	i	i	-3	2
CNC(=S)N(CCc1c(C)[nH]c2ccc(C)cc12)Cc1ccc(OC)c(OC)c1	i	i	i	i	i	i	i	i	i	0	1
CC(C)(C)C(=O)CSc1nccc(=O)[nH]1	i	i	i	i	i	i	i	i	i	0	-5
Cc1ccc(NC(=O)CCNS(=O)(=O)c2ccc(Br)s2)cc1	i	i	i	i	i	i	i	i	i	-21	-7
O=C(COC(=O)c1ccc(O)cc1)Nc1cccc(S(=O)(=O)NC2=NCCCCC2)c1	i	i	i	i	i	i	i	i	i	-1	/
C/C=C/C=C/C(=O)OCC(=O)Nc1ccc(Cl)cc1	i	i	i	i	i	i	i	i	i	0	-6
Cc1ccc(NC(=O)COC(=O)c2cc(-c3cccs3)nn2-c2ccccc2)cc1[N+](=O)[O-]	i	i	i	i	i	i	i	i	i	4	2
CCCCC(c1nnnn1CS(=O)(=O)c1ccc(C)cc1)N1CCN(c2ccccc2)CC1 (stereo not drawn)	i	i	i	i	i	i	i	i	i	3	8
Cc1ccccc1CC(=O)Nc1ccc(C(=O)N2CCCC2)cc1	i	i	i	i	i	i	i	i	i	-12	9
Cc1ccoc1C(=O)Nc1ccc(CC(=O)O)cc1	i	i	i	i	i	i	i	i	i	0	10
CCC1CCCCN1CCCNC(=O)C1CCN(S(=O)(=O)N2CCCCC2)CC1 (stereo not drawn)	i	i	i	i	i	i	i	i	i	0	-2
COc1cccc(OCC(=O)Nc2ccccc2-c2ccccc2)c1	i	i	i	i	i	i	i	i	i	-1	1
Cn1c(-c2ccccc2)cc2c3no[n+]([O-])c3ccc21	i	i	i	i	i	i	i	i	i	35	-7
O=C(NCc1ccco1)c1nc2c(nnn2Cc2cccc(Cl)c2)c(=O)[nH]1	i	i	i	i	i	i	8*	i	i	15	0
COc1ccc(S(=O)(=O)N2CCOCC2)cc1NC(=O)c1cccc(-n2cccc2)c1	i	i	i	i	i	i	i	i	i	18	5
O=C(NC(=O)c1ccccc1)Nc1ccccn1	i	i	i	i	i	i	i	i	i	28	2
CC(=O)NC1=NN(C(C)=O)C(c2ccc(F)cc2)S1 (stereo not drawn)	i	i	i	i	i	i	i	i	i	-2	9
CNC(=O)C1=C(C)Nc2nc3ccccc3n2C1c1ccc(F)cc1 (stereo not drawn)	i	i	i	i	i	i	i	i	i	-10	2
CC1=C(C(=O)Nc2cccc(C(=O)NC3CCCC(C)C3C)c2)SCCO1 (stereo not drawn)	i	i	i	i	i	i	i	i	i	21	2
O=C(O)c1ccc(N/N=C/c2ccc(OC(=O)c3cccc(Cl)c3)cc2)cc1	i	i	i	i	i	i	i	i	i	57*	13
CC(=O)Oc1ccc2c(C)cc(=O)oc2c1C(=O)c1ccccc1	i	i	i	i	i	i	i	i	i	-3	5
Cc1ccc(OCC(=O)n2nc(C)cc2C)c(Br)c1	i	i	i	i	i	i	i	i	i	1	1
CN(Cc1ccon1)C(=O)CCc1nnc(Cc2ccc(-c3ccccc3)cc2)o1	i	i	i	i	i	i	i	i	i	2	7
O=C(Nc1nc2c(s1)CCCC2)c1ccc(N2C(=O)CCC2=O)cc1	i	i	i	i	i	i	i	i	i	-1	-13
COc1cc(/C=C2\Oc3cc(O)ccc3C2=O)ccc1O	i	i	i	i	i	i	i	i	i	5	10
CCOC(=O)Nc1ccc2c(c1)nc(CN1CCOCC1)n2C	i	i	i	i	i	i	i	i	i	-6	1
COc1ccc(-c2[nH]c(-c3ccc(C(=O)O)cc3)nc2-c2ccccc2)cc1	i	i	i	i	i	i	i	i	i	10	-339
CCc1cc(C(=O)c2ccc(OC)cc2)c(NC(=O)CCC(=O)O)s1	i	i	i	i	i	i	i	i	i	-1	1
CCCCCCCC(=O)N/N=C/c1ccc([N+](=O)[O-])o1	i	i	i	i	i	i	i	i	i	-1	15
CCOC(=O)c1c(CN2CCCCC2)n(C)c2cc(Br)c(OC)cc12	i	i	i	i	i	i	i	i	i	1	7
O=C(/C=C/c1ccc2c(c1)OCCCO2)c1ccccc1O	i	i	i	i	i	i	i	i	i	12	-9
O=c1[nH]n2c(-c3ccccc3)nc(O)c2c2ccccc12	i	i	i	i	i	i	i	i	i	-2	5
O=C(CCN1C(=O)c2ccccc2C1=O)Nc1cccnc1	i	i	i	i	i	i	i	i	i	-16	-1
CCOc1ccc(/C(O)=C2/C(=O)C(=O)N(CCOCCO)C2c2cccnc2)cc1 (stereo not drawn)	i	i	i	i	i	i	i	i	i	-17	-2
Cc1cc(OC(=O)c2ccc3ccccc3c2)c([N+](=O)[O-])c(=O)[nH]1	i	i	i	i	i	i	i	i	i	2	/
O=C(Nc1nc(-c2ccccc2)cs1)c1cccc([N+](=O)[O-])c1	i	i	i	i	i	i	i	i	i	19	10
COC(=O)C(=N/Nc1ccccc1C(=O)OC)/C(C)=N/O	i	i	i	i	i	i	i	i	i	0	-3
COc1ccc(C(NC(=O)N2CC(C)OC(C)C2)C(Cl)(Cl)Cl)cc1F (stereo not drawn)	i	i	i	i	i	i	i	i	i	3	/
OC(COc1ccc2ccccc2c1Br)Cn1ccnc1 (stereo not drawn)	i	i	i	25*	i	i	i	i	i	6	-9
CC(C)n1c(SCC(=O)NCc2ccco2)nc2c1c(=O)n(C)c(=O)n2C	i	i	i	i	i	i	i	i	i	-2	0
O=C1NC[C@@H](Cc2ccc(O)cc2)N(CCc2cccc(F)c2)C1=O	i	i	i	i	i	i	i	i	i	0	-3
CCOc1ccc2nc(Cl)sc2c1	i	i	i	i	i	i	i	i	i	1	4
C=CCN(CC=C)C(=S)Nc1cc(Cl)ccc1OC	i	i	i	i	i	i	i	i	i	-10	-3
O=C(CN1C(=O)C2C3CCC(C3)C2C1=O)Oc1ccc2ccccc2c1 (stereo not drawn)	i	i	i	i	i	i	i	i	i	-4	6
CCN(CC)S(=O)(=O)c1ccc(-n2c(=O)c(C(C)C)c(C)n2C)cc1	i	i	i	i	i	i	i	i	i	2	0

Two records picked at random from those above, as already listed:
SMILES	TMEM16A act	MrgX1 agonist	MrgX1 allo act	TMEM16A inh	TRPC6 act	TRPC6 inhibitor	RGS4 block	MrgX1 antag	RGS4 act	SKKanGAS inh	HDAC3 inhib
Cn1c(-c2ccccc2)cc2c3no[n+]([O-])c3ccc21	i	i	i	i	i	i	i	i	i	35	-7
CN(Cc1ccon1)C(=O)CCc1nnc(Cc2ccc(-c3ccccc3)cc2)o1	i	i	i	i	i	i	i	i	i	2	7

(more compounds)
SMILES	TMEM16A act	MrgX1 agonist	MrgX1 allo act	TMEM16A inh	TRPC6 act	TRPC6 inhibitor	RGS4 block	MrgX1 antag	RGS4 act	SKKanGAS inh	HDAC3 inhib
COc1ccc(Cl)cc1C(=O)Nn1c(-c2cccs2)nc2ccccc2c1=O	i	i	i	i	i	i	i	i	i	-9	10
COc1ccc([N+](=O)[O-])cc1NC(=O)c1ccc(Br)s1	i	i	i	i	i	i	i	i	i	-1	-2
COC(=O)c1c(NC(=O)CSc2nc(-c3ccco3)cc(C(F)(F)F)n2)sc2c1CCCC2	i	i	i	i	i	i	i	i	i	-4	-2
COc1ccc(NS(=O)(=O)c2ccc3c(c2)N(C(C)=O)CCO3)c(OC)c1	i	i	i	i	i	i	i	i	i	0	3
COc1ccc2nc(NC(=O)CSC3=NCCS3)sc2c1	i	i	i	i	i	i	i	i	i	3	0
CC(C)(C)NC(=O)C1CCN(S(=O)(=O)c2cccc3nsnc23)CC1	i	i	i	i	i	i	i	i	i	2	-6
CCN1CCN(S(=O)(=O)c2ccc(C(=O)Nc3sc4c(c3C(N)=O)CCN(CC)C4)cc2)CC1	i	i	i	i	i	-10*	i	-9.4*	i	2	9
O=C(Nc1ncc(Cc2cccc([N+](=O)[O-])c2)s1)c1ccco1	i	i	i	i	i	i	i	i	i	4	3
Cc1ccc(OCC(=O)NCCCNC(=O)c2cnccn2)cc1C	i	i	i	i	i	i	i	i	i	-6	1
CN1CCN(Cc2oc(CO)cc(=O)c2O)CC1	i	i	i	i	i	i	i	i	i	10	1
Cc1ccc(NC(=O)CCS(=O)(=O)c2ccc(Br)s2)cc1	i	i	i	i	i	i	i	i	i	22	-12
Cc1ccc(CS(=O)Cc2ccc(C(=O)N3CCN(c4ccccn4)CC3)o2)cc1 (stereo not drawn)	i	i	i	i	i	i	i	i	i	0	4
O=C1CSC(=Nc2cc(Cl)ccc2Cl)N1	i	i	i	i	i	i	i	i	i	0	-5
Cc1ccc2nc(N3CCN(C)CC3)c(C=O)c(=O)n2c1	i	i	i	i	i	i	i	i	i	-2	0
O=C(Cc1ccsc1)NCC(=O)Nc1ccc(F)c(F)c1	i	i	i	i	i	i	i	i	i	-9	0
CC(C)(C)NC(=O)NC(=O)COC(=O)CCCc1c[nH]c2ccccc12	i	i	i	i	i	i	i	i	i	9	5
O=[N+]([O-])c1cc(C(F)(F)F)ccc1NCCNC(=S)Nc1ccc(Cl)cc1	i	i	i	100*	i	i	i	-11*	-7.1*	73*	?
Cc1cccc(C)c1NC(=O)CC(NCc1ccco1)C(=O)O (stereo not drawn)	i	i	i	i	i	i	i	i	i	1	1
Cc1ccc(-n2c(-c3ccccc3)cc(=O)nc2C)cc1	i	i	i	i	i	i	i	i	i	-5	-4

Look-ups from the results shown:
Entry for `Cc1ccc2nc(N3CCN(C)CC3)c(C=O)c(=O)n2c1` in SKKanGAS inh: -2
Entry for `O=C1CSC(=Nc2cc(Cl)ccc2Cl)N1` in HDAC3 inhib: -5
